Bioassay records (PubChem)
Cneo AK release – Cryptococcus neoformans lysis via adenylate kinase release; C. neoformans lysis, adenylate kinase release luminescence, 4 h; normalised: neutral wells 0, clomiphene wells 100; lysis activity, % at 15 µM; actives 0.2% (n = 360,000);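 active means mean lysis activity across replicates of at least 80%, whatever share of replicates individually reach that level; inactive means mean lysis activity below 80%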
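read-out = cell lysis signal | test system = log-phase Cryptococcus neoformans yeast cells | input = cells at 5 × 10^6 per mL | medium = fresh YPD growth medium | signal = luminescent adenylate kinase detection reagent | timing = 4 h at 37 °C static, read 1 h later | dosing = single dose | controls = Clomiphene as positive lysis control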
SIRT5 block – inhibitors of human sirtuin-5 desuccinylase. Q9NXA8. Purified SirT5, succinyl-peptide AMC, trypsin-coupled fluorescence. inhibition, % at 15 µM. actives 1.1% (n = 330,000). AID 652115; in the data active means inhibition above about 15%
PGC1a acetyl inh – lowers PGC1a acetylation signal in U2OS cells; AID 651687; AlphaScreen anti-acetyl-lysine; with virally co-expressed GCN5 acetyltransferase; actives 0.17% (n = 350,000); inhibition, % at 15.6 µM;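 active means every replicate shows inhibition of at least 40%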;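 further: 0% = neutral control wells and 100% = positive control wells; some results beyond the cut were filed as inactive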
S100A4 inh HTS – S100A4-myosin IIA interaction inhibition; S100A4/TAMRA-MyoIIA peptide fluorescence polarization; inhibition, % at 10.7 µM; actives 0.14% (n = 360,000); AID 652163;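 active means mean inhibition of at least 70% across replicates, with every replicate also reaching that level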
Target sequence (P26447 whole entry, looked up): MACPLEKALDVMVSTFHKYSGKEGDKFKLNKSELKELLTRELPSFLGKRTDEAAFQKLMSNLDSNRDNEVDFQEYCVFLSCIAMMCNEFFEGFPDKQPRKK
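Assay system: human S100A4 monomer with TAMRA-labelled myosin IIA peptide / Buffer or medium: Calcium-containing HEPES buffer, pH 7.2 / Reagent: TAMRA-labelled myosin IIA heavy-chain peptide probe, 5 nM / Compound: one dose per compound / Timing: polarization read 5 min after assay mix addition, stable 5–60 min / Benchmarks: neutral control DMSO, positive control TFP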
LGR2 inh – Drosophila LGR2 receptor signaling inhibition; inhibition, % at 9.99 µM; HEK293 LGR2, CRE-luciferase, bursicon-stimulated, 4 h; actives 0.35% (n = 380,000);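 active means drop in luminescence signal, shown as inhibition above about 50% in the replicate tests, limit read from the data, passing the limit was not always enough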;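 further: agonist challenge used bursicon conditioned medium at about half maximal strength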
Statin myotox sup – suppressors of simvastatin-induced myotoxicity in C2C12 myotubes; ATP luminescence, 48 h; scaled: DMSO 0, geranylgeraniol control 100; rescue of ATP level, % at 7.49 µM; actives 0.78% (n = 330,000); AID 602340;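 active means mean ATP rescue above about 67%, or every replicate alone reaching that limit, limit read from the data, passing the limit was not always enough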;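 further: myotubes were challenged with 10 µM simvastatin during compound exposure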
ERAP1 HTS inh – ERAP1 (human) enzyme inhibition; recombinant ERAP1, Leu-AMC fluorescence, 60 min; inhibition, % at 10.7 µM; actives 0.15% (n = 340,000);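 active means mean replicate inhibition of at least 30%, or all replicates individually reaching that 30% level; inactive means mean below 30% and not every replicate reaching it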;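 further: 0% = neutral control wells and 100% = L-leucinethiol positive control wells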
Target sequence (Q9NZ08 whole entry, looked up): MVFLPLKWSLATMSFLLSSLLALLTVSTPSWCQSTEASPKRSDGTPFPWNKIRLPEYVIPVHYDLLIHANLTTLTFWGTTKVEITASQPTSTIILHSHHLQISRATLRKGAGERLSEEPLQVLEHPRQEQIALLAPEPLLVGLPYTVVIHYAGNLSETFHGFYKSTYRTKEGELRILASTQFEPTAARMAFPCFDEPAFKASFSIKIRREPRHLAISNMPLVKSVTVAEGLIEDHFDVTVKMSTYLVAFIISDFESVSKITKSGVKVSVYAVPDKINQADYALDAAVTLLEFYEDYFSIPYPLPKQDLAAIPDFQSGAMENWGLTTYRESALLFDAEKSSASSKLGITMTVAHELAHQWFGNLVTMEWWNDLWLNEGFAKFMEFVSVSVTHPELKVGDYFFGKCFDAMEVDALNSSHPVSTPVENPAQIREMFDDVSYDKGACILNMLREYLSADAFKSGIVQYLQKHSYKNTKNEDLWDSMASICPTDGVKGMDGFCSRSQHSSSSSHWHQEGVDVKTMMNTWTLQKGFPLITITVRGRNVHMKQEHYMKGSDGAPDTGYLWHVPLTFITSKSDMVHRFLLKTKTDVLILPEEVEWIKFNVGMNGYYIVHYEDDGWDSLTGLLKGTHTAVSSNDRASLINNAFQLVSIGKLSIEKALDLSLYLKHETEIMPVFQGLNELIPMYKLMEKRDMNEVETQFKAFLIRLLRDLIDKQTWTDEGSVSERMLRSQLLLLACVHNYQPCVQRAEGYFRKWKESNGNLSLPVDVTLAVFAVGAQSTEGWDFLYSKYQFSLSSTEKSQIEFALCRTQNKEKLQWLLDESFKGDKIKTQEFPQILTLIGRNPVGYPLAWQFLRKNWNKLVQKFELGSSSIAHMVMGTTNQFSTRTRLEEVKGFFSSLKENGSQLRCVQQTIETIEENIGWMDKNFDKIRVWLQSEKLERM
Xi reactivation – reactivates the inactive X chromosome in mouse fibroblasts | activation, % at 7.58 µM | actives 0.055% (n = 360,000) | AID 743238 | XiGFP mouse fibroblasts, % GFP-positive cells imaging, 3 d; cells co-treated with 5-aza-dC sensitizer; scaled so ellipticine positive control = 100%;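 active means mean normalized replicate activation at least 10% and every replicate at or above 10%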;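 further: 0% = median of on-plate neutral control wells and 100% = ellipticine 6 µM median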
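assay system = SV40-immortalized XiGFP fibroblast cells, line 68-5-11 | buffer or medium = DMEM plus 5-aza-dC sensitizer | doses = single-point pinned compound dosing | times = 3-day compound exposure, then 15 min fixation at room temperature | benchmarks = positive control ellipticine, 6 µM final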
Numbers without * were called inactive; · = not tested or not shown. A portion of the library. The share of hits here may be higher or lower than overall.

[1] C[C@@H]1CCCCO[C@@H](CN(C)C)[C@H](C)CN([C@H](C)CO)C(=O)c2cc(NC(=O)Nc3cccc4ccccc34)ccc2O1
[2] Nc1nonc1C(=O)N/N=C/c1cc2c(cc1[N+](=O)[O-])OCO2
[3] Cc1coc2c(C)c3oc(=O)c(CCC(=O)NCCCN4CCCC4=O)c(C)c3cc12
[4] CN(C)Cc1c[nH]c2nc[nH]c(=O)c12
[5] NC(=O)c1ccccc1OCC(=O)N1CCCC1c1ccc2c(c1)OCCCO2 (configuration not stated)
[6] C/C=C/c1ccc2c(c1)O[C@@H](CN(C)C(=O)NC1CCCC1)[C@@H](C)CN([C@H](C)CO)S2(=O)=O
[7] COc1ccc(NC(=O)N(C)C[C@@H]2Oc3c(NC(=O)NC(C)C)cccc3C(=O)N([C@H](C)CO)C[C@@H]2C)cc1
[8] COc1cccc(CNC(=O)C(c2ccc(Cl)cc2)C(C)C)c1 (configuration not stated)
[9] O=C(Cn1c(=O)oc2cc(S(=O)(=O)N3CCCC3)ccc21)NCc1ccccn1
[10] COc1ccccc1N(CC(=O)NCc1ccco1)S(=O)(=O)c1ccc(C)cc1
assay / compound	1	2	3	4	5	6	7	8	9	10
SIRT5 block	0	-3	·	·	-1	-6	1	·	-1	-2
S100A4 inh HTS	3	-3	-2	8	0	0	-8	·	-18	-2
Cneo AK release	6	2	-1	-1	3	-14	-1	-4	1	2
ERAP1 HTS inh	0	-1	·	0	-5	1	-3	·	2	4
PGC1a acetyl inh	3	-9	-32	-10	2	-18	-9	-3	4	·
Xi reactivation	0.6	-0.1	·	0.2	0.1	-1.0	-0.6	0.1	0.0	0.3
LGR2 inh	4	10	1	11	4	-18	-25	-10	-6	2
Statin myotox sup	31	-4	11	2	2	8	-1	·	9	5

[11] CCN(CC)CCn1c(NCc2ccc3c(c2)OCO3)nc2ccccc21
[12] C[C@H]1CN([C@@H](C)CO)C(=O)c2cc(NC(=O)CCN3CCOCC3)ccc2O[C@H]1CN(C)S(=O)(=O)c1ccc(F)cc1
[13] O=C(Cn1ncc2c1-c1ccccc1OC2)N1CCN(Cc2ccc3c(c2)OCO3)CC1
[14] Cc1c(C(=O)Nc2cccc(C(F)(F)F)c2)oc2ccc(S(=O)(=O)N3CCOCC3)cc12
[15] COc1ccc(-c2cc(C(=O)Nc3c(C)nn(Cc4ccccc4)c3C)no2)cc1
[16] CCOc1ccc(N(C)S(=O)(=O)c2cnc[nH]2)cc1
[17] O=C(CCS(=O)(=O)c1ccccc1)Nc1nc(-c2ccccn2)cs1
[18] C[C@H](CO)N1C[C@H](C)[C@@H](CN(C)Cc2ccc3c(c2)OCO3)Oc2ccc(NC(=O)Nc3ccc4c(c3)OCO4)cc2CC1=O
[19] COc1ccc(C(=O)NCC(=O)OCC(=O)c2ccccc2Br)cc1OC
[20] C=C(C)C(=O)N1CC2(CC(c3cccc(NC(=O)/C=C\C=C/C)c3)=NO2)C[C@H]1C(N)=O (some centres not stated)
assay / compound	11	12	13	14	15	16	17	18	19	20
SIRT5 block	-3	·	2	-3	·	-2	-1	1	-5	·
S100A4 inh HTS	-14	8	-1	1	·	-2	-2	-5	-1	-4
Cneo AK release	-3	1	3	-3	0	3	0	3	0	-2
ERAP1 HTS inh	-3	3	3	1	·	0	2	1	2	2
PGC1a acetyl inh	0	2	16	-11	-34	3	·	-54	·	5
Xi reactivation	-0.1	-0.5	0.1	·	·	0.0	0.1	0.1	0.0	0.1
LGR2 inh	4	11	-3	12	16	8	3	7	-24	·
Statin myotox sup	-13	30	16	-31	-5	0	-12	1	-3	11

[21] CCOC(=O)Nc1ccc(S(=O)(=O)Nc2onc(C)c2C)cc1
[22] CSc1ccc(CN2C(=O)C(C)ON=C2c2ccccc2F)cc1 (configuration not stated)
[23] COc1ccc(S(=O)(=O)N2CC[C@@H]3[C@@H](CO)Nc4ccc(C#Cc5cccnc5)cc4[C@@H]32)cc1
[24] Cc1c(C)n2c3c(cccc13)CC2
[25] COc1ccccc1OCCNC(=O)c1ccco1
[26] CCN1/C(=C\C=C(C(C)=O)C(C)=O)Sc2ccccc21
[27] CCC1CCCCN1S(=O)(=O)c1ccc([N+](=O)[O-])cc1 (configuration not stated)
[28] C/C(CC(=O)N1CCN(C=O)CC1)=N\NC(=O)c1cccc([N+](=O)[O-])c1
[29] Cc1cccc(NS(=O)(=O)c2ccc(C)c(C(=O)NCC(c3cccs3)N(C)C)c2)c1 (configuration not stated)
[30] CCOC(=O)c1nc(C)nc(Sc2n[nH]c(-c3cc(C(F)(F)F)cc(C(F)(F)F)c3)n2)c1C
assay / compound	21	22	23	24	25	26	27	28	29	30
SIRT5 block	-4	·	3	1	0	10	5	-3	8	-2
S100A4 inh HTS	-1	-4	5	3	-6	-21	2	12	-2	0
Cneo AK release	-1	-1	-2	1	0	·	-1	4	·	2
ERAP1 HTS inh	-2	·	1	-3	-2	9	4	-2	2	-4
PGC1a acetyl inh	18	·	4	5	-2	·	-24	5	·	3
Xi reactivation	0.0	-0.2	-0.1	0.1	0.1	0.0	0.0	-0.1	0.0	0.0
LGR2 inh	1	14	13	15	5	3	-3	-2	-2	·
Statin myotox sup	·	-4	-9	-1	-2	·	3	-7	-4	1

[31] CC(C)C[C@H]1COCc2cn(nn2)CC[C@H](Cc2ccccc2)C(=O)N1
[32] CCOC(=O)CN(C(=O)c1ccccc1[N+](=O)[O-])C(C)(C)C
[33] CNC[C@@H]1Oc2ccc(NC(=O)Nc3ccccc3)cc2C(=O)N([C@H](C)CO)C[C@H]1C
[34] CCS(=O)(=O)Nc1ccc2c(c1)C(=O)N(C)C[C@@H](OC)[C@@H](C)CN(CC1CCCCC1)[C@@H](C)CO2
[35] O=C(O)C[C@H]1C[C@@H]2c3cc(NC(=O)Nc4ccc(F)cc4)ccc3O[C@@H]2[C@H](CO)O1
[36] Cc1nonc1N1CCN(Cc2cn[nH]c2-c2ccc3c(c2)OCO3)CC1
[37] O=C(COC(=O)c1cccc(Cl)c1)NC1CCCCCCC1
[38] C[C@H]1CN([C@@H](C)CO)C(=O)Cc2cc(NC(=O)Nc3cccc4ccccc34)ccc2O[C@@H]1CN(C)S(C)(=O)=O
[39] COCC(C)N=C1NN=C(c2c[nH]c3ccccc23)CS1 (configuration not stated)
[40] Cc1ccc(CN(C(=O)COc2cccc(C)c2C)C2CCS(=O)(=O)C2)o1 (configuration not stated)
assay / compound	31	32	33	34	35	36	37	38	39	40
SIRT5 block	1	3	0	-4	-4	·	0	1	5	-10
S100A4 inh HTS	-4	-3	-37	2	21	·	-1	1	-7	-3
Cneo AK release	3	·	-1	-1	7	1	0	45	·	4
ERAP1 HTS inh	1	12	0	1	2	·	-8	1	13	3
PGC1a acetyl inh	·	·	1	·	4	-14	2	-1	·	-1
Xi reactivation	0.0	0.0	-1.3	-0.2	-0.1	0.0	3.4	0.2	0.0	0.4
LGR2 inh	-4	-1	-7	-13	-9	-6	1	-35	-17	2
Statin myotox sup	·	·	-18	8	-8	-7	4	5	·	·

[41] COc1ccc(NC(=O)N(C)C[C@H]2OCCCC[C@@H](C)Oc3ccc(NC(=O)c4ccccc4)cc3C(=O)N([C@@H](C)CO)C[C@@H]2C)cc1
[42] CCc1n[nH]c(=S)n1/N=C/c1ccccc1OCc1ccc(Cl)cc1
[43] O=C(CN1CCOCC1)N1CC[C@H]2[C@H](CO)Nc3ccc(-c4ccccc4)cc3[C@H]21
[44] O=C1CC(C(=O)N2CCN(c3ccc(F)cc3)CC2)CN1CCc1ccccc1 (configuration not stated)
[45] C[C@@H]1CN([C@H](C)CO)S(=O)(=O)c2ccc(C#CC3CC3)cc2O[C@@H]1CN(C)C(=O)Nc1cc(F)ccc1F
[46] CC1CC(C)CN(S(=O)(=O)N2CCCC(C(=O)NCCCN3CCOCC3)C2)C1 (configuration not stated)
[47] C[C@@H]1CN([C@@H](C)CO)C(=O)c2cc(NC(=O)Nc3cccc4ccccc34)ccc2O[C@@H](C)CCCCO[C@H]1CN(C)C(=O)Cc1ccccc1
[48] O=C(c1ccc2c(=O)n(Cc3ccccc3)c(=S)[nH]c2c1)N1CCCC1
[49] O=C(Cc1ccncc1)Nc1ccc2c(c1)[C@H]1C[C@@H](CC(=O)NC3CCCCC3)O[C@H](CO)[C@H]1O2
[50] Cc1ccc(NC(=O)CCCCCN2C(=O)[C@@H]3Cc4ccccc4CN3C2=O)c(Cl)c1
assay / compound	41	42	43	44	45	46	47	48	49	50
SIRT5 block	4	-3	3	-29	·	1	4	-3	3	1
S100A4 inh HTS	7	-3	7	3	·	7	11	-1	-2	-4
Cneo AK release	-15	·	13	-6	·	·	-3	0	42	·
ERAP1 HTS inh	-5	8	-8	3	·	-4	1	0	-2	-5
PGC1a acetyl inh	14	·	-9	-3	0	-5	3	-16	-4	-10
Xi reactivation	0.1	0.0	0.4	0.3	-0.9	0.2	0.0	0.1	0.0	0.1
LGR2 inh	5	-10	-6	0	15	6	-9	-5	12	13
Statin myotox sup	·	·	-25	-5	9	-1	·	9	-12	1

[51] COc1ccc(S(=O)(=O)NC[C@@H]2CC[C@H]3[C@H](CN3Cc3cc(F)ccc3F)O2)cc1
[52] CCC(C)n1ncn(-c2ccc(N3CCN(c4ccc(O)cc4)CC3)cc2)c1=O (configuration not stated)
[53] S=c1[nH]nc(-c2ccc(Cl)cc2)n1-c1ccc(Cl)cc1
[54] N#Cc1cccc(OCC(=O)NC(=O)NCc2ccccc2)c1
[55] O=C(CNC(=O)[C@@H]1Cc2ccccc2CN1)Nc1ccc2c(c1)OCO2
[56] COc1ccc(NC(=O)CCCC(=O)OCC(=O)c2cccc(OC)c2)cc1
[57] O=C(Cn1nc(C(F)(F)F)cc1C1CC1)NCc1ccccc1F
[58] O=C(COC(=O)c1ccco1)NCc1ccc(Cl)cc1
assay / compound	51	52	53	54	55	56	57	58
SIRT5 block	-9	-2	2	-4	0	-3	2	-6
S100A4 inh HTS	69	0	2	0	-2	-1	2	-18
Cneo AK release	·	·	2	·	-2	·	-1	1
ERAP1 HTS inh	-37	4	2	1	2	-1	3	-2
PGC1a acetyl inh	5	·	5	0	11	·	-1	-6
Xi reactivation	·	0.1	0.0	-0.1	0.0	0.1	0.2	-0.1
LGR2 inh	·	5	-25	-1	-5	-3	3	-3
Statin myotox sup	·	·	12	·	-1	·	4	10

Arranged by value in SIRT5 block (high to low): three of the compounds above
No. | molecule | SIRT5 block
53 | S=c1[nH]nc(-c2ccc(Cl)cc2)n1-c1ccc(Cl)cc1 | 2
52 | CCC(C)n1ncn(-c2ccc(N3CCN(c4ccc(O)cc4)CC3)cc2)c1=O (configuration not stated) | -2
51 | COc1ccc(S(=O)(=O)NC[C@@H]2CC[C@H]3[C@H](CN3Cc3cc(F)ccc3F)O2)cc1 | -9

Reprinted at random: 2 compounds from above.
[55] O=C(CNC(=O)[C@@H]1Cc2ccccc2CN1)Nc1ccc2c(c1)OCO2
[56] COc1ccc(NC(=O)CCCC(=O)OCC(=O)c2cccc(OC)c2)cc1
assay / compound	55	56
SIRT5 block	0	-3
S100A4 inh HTS	-2	-1
Cneo AK release	-2	·
ERAP1 HTS inh	2	-1
PGC1a acetyl inh	11	·
Xi reactivation	0.0	0.1
LGR2 inh	-5	-3
Statin myotox sup	-1	·
